ELG1 genotox – inducers of genotoxicity in HEK293T ELG1-luciferase cells | HEK293T ELG1-luciferase reporter, luminescence, 16 h | Potency, µM (highest dose often 46 µM), without a hit: top-dose activity change, positive = activation, actives largely listed as activators | hit rate 1.3% among 330,000; further: potency means the concentration at half of the fitted maximal effect; % of control where 0% means no effect; nearly all actives have a fitted effect of over 60% in size
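Reporter readout depends on ELG1 protein level, which increases with genetic stress. After 16 hr compound exposure at 37 °C, luciferase activity was quantified using ONE-Glo.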
Eya2 phos inh – blocks the phosphatase activity of human Eya2; O00167; recombinant Eya2, OMFP fluorescence dephosphorylation (OMFP is methylfluorescein phosphate); Potency, µM (series often up to 76.9 µM), inactives show at the highest dose activity, negative = inhibition, actives largely listed as inhibitors; hit rate 0.006% among 330,000; further: potency means the concentration at half of the fitted maximal effect; on the % scale 0 is the no-effect control and ±100 the full control effect
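Eya2 (0.2 uM) preincubated 10 min at ambient with compound, then OMFP substrate added at 50 uM; 10 min reaction in 50 mM HEPES pH 7.5, 50 mM NaCl, 5 uM MgCl2, 0.05% BSA, 1 mM DTT. Fluorescence read at Ex 485/Em 525 nm.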
USP2a block – blocks human ubiquitin-specific protease USP2a | O75604 | USP2 core, Ub-CHOP2 coupled fluorogenic reporter, 485/531 | Potency, µM (series often up to 38.3 µM), for inactives: at the top dose activity change, negative = inhibition, most hits filed as inhibitors | hit rate 0.01% among 330,000;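 further: potency means the concentration at half of the fitted maximal effect; plate controls were DMSO wells for no effect and full inhibition by NEM control for full effect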
Target sequence (O75604 whole entry, looked up): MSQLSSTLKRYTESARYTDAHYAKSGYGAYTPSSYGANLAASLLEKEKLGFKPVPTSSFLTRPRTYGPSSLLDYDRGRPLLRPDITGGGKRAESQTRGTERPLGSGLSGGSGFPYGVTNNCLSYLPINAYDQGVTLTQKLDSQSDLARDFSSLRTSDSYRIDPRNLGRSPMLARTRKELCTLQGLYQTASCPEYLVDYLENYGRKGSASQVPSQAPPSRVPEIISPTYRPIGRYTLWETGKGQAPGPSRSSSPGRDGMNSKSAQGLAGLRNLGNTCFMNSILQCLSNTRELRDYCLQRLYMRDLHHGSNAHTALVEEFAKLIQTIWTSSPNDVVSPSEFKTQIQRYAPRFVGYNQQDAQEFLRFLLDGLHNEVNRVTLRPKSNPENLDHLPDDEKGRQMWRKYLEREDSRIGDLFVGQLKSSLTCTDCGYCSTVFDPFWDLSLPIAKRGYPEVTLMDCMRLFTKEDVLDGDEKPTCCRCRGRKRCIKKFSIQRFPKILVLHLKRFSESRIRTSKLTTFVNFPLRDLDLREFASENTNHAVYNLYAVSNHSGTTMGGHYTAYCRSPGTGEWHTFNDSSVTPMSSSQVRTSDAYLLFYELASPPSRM
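Cell-free coupled assay: 10nM USP2 core preincubated 30min RT with compound in Tris-HCl pH 8.0/CaCl2/CHAPS buffer, then 25nM Ub-CHOP2 and 25nM reporter substrate; fluorescence (Ex 485/Em 531) read after 60min RT, normalized to NEM inhibition, concentration-response curves fitted.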
ASM inhibitor – human S-ASM enzyme inhibition; hit rate 0.006% among 340,000; P17405; Potency, µM (top dose mostly 57.5 µM), for the others: at the top dose activity change, negative = inhibition, hits mostly inhibitors; AID 504937; placental ASM, HMU-PC fluorogenic substrate, 60 min; further: potency means the concentration at half of the fitted maximal effect
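Human placenta-derived ASM preincubated with compound 10 min at room temperature, then reacted with 9 uM (final) fluorogenic HMU-PC substrate for 60 min at 37 C. Stop solution raises pH to 10; fluorescence read at Ex 386/Em 447 nm.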
TRPV1 ag – human TRPV1 agonism; Q8NER1; activation, % at 8.33 µM; AID 540275; hit rate 0.19% among 320,000; TRPV1-expressing cells, Fluo-8 calcium influx, agonist mode; in the data active means activation above about 80%; inconclusive means between about 30% and that limit; further: 0% is about no effect
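TRPV1-expressing cells were cultured overnight at 35.5C and loaded with Fluo-8 calcium dye for 40 to 90 min at room temperature. After a 10 s baseline, compound was added and calcium influx was read kinetically for 3 min (ex 480/em 520 nm).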
Integrin act MD – activators of alpha7 integrin expression for muscular dystrophy. alpha7betagal myoblasts, beta-gal FDG fluorescence, 48 h. Potency, µM (highest dose often 38.3 µM), for the others: top-dose activation, hits mostly activators. hit rate 0.064% among 350,000. AID 624291;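 further: potency means the concentration at half of the fitted maximal effect; 100% = response of the positive control SU9516; nearly all actives have a fitted effect of over 60% in size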
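Alpha7betagal+/- myoblasts (passage 13) were plated 16-24 hr, then exposed to compounds (1:260 dilution of DMSO stock) for 48 hours at 37C. After MPER lysis, β-galactosidase reporter activity was read as FDG fluorescence (ex 480/em 540) after 30 minutes.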
BRCA1 expr up – BRCA1 expression activation; MCF7-BRCA1-FFLuc reporter, luminescence, 48 h; response scale: scaled: vehicle 0%, 10 µM genistein 100%; Potency, µM (series often up to 46.1 µM), without a hit: top-dose activation, actives largely listed as activators; hit rate 1.1% among 380,000; AID 624202; further: potency means the concentration at half of the fitted maximal effect; nearly all actives have a fitted effect of over 80% in size; some results filed as inactive show a strong effect at the top dose
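MCF7-BRCA1-FFLuc, 2000 cells/well; 2 h attach, 37 °C/5% CO2; compound 48 h; luciferase substrate 15 min; luminescence end-point. Norm. to genistein 10 microM max activation and DMSO; concentration-response curves fitted.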
PTAP TSG101 blk – blocks PTAP/TSG101 interaction to inhibit HIV-1 budding. Q99816. Fluorescence polarization, FITC-PTAP peptide / Tsg101 binding. Potency, µM (series often up to 115 µM), inactives show at the top dose activity change, negative = inhibition, most hits filed as inhibitors. 340,000 tested, under 10 active. AID 493005; active means well fitted inhibition curve with a large enough effect in the main read-out, with a control signal flat, not every such curve was filed as active; inconclusive means small, poorly fitted or top-dose-only effect, or effect the other way, or a change in a side signal; inactive means no such curve, though single readings can be large or run the other way; further: potency means the concentration at half of the fitted maximal effect; % of control where 0% means no effect
Target sequence (Q99816 whole entry, looked up): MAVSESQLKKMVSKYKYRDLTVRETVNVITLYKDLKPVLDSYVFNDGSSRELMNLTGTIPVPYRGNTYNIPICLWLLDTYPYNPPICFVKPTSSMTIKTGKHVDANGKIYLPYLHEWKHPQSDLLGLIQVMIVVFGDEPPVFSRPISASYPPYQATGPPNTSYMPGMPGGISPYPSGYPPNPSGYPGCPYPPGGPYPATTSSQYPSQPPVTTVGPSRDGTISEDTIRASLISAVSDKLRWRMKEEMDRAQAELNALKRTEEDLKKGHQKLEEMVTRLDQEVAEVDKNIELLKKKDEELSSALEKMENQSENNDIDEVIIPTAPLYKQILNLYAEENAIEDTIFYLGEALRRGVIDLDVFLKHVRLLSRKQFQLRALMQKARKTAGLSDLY
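FP read-out: FITC-PTAP peptide, 50 nM final, binding Tsg101 binding domain, 10 uM final; 20 min, r.t.; 10 mM HEPES pH 7.5, 0.15 M NaCl, 0.01% Tween 20, 3 mM EDTA, 0.1 mM TCEP.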
p53 reactivator – re-activators of mutant p53 | H1299 p53-A138V BP100-luciferase reporter, luminescence, 24 h | Potency, µM (highest dose often 92.2 µM), for inactives: at the highest dose activity change, positive = activation, actives largely listed as activators | hit rate 0.063% among 320,000; further: potency means the concentration at half of the fitted maximal effect; % of control where 0% means no effect; nearly all actives have a fitted effect of over 45% in size
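H1299 (p53-null), stable ts p53-A138V + BP100-Luc; 1000 cells/well, Opti-MEM/10% FBS; cpd 4 pt, 1:5; 24 h, 37 deg C, 5% CO2; detection reagent 10 min RT; luminescence.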
B2AR arrestin – recruits beta-arrestin to the human beta2-adrenergic receptor; P07550; beta-arrestin recruitment to beta2AR, cell-based reporter; Potency, µM (highest dose often 46.1 µM), inactives show at the highest dose activation, most hits filed as activators; hit rate 0.02% among 330,000; AID 492947;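 further: potency means the concentration at half of the fitted maximal effect; 0% = DMSO controls and full agonism = EC100 isoproterenol or metaproterenol; nearly all actives have a fitted effect of over 65% in size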
uPA surface inh – blocks generation of uPA at the cell surface | cell surface uPA generation assay, qHTS | AID 540303 | Potency, µM (series often up to 38.3 µM), without a hit: at the top dose activity change, negative = inhibition, most hits filed as inhibitors | hit rate 0.31% among 330,000; active means well fitted inhibition curve with a large enough effect; inconclusive means small, poorly fitted or top-dose-only effect; inactive means no such curve, though single readings can be large or run the other way; tested in mouse RAW 264.7 cells; further: potency means the concentration at half of the fitted maximal effect; on the % scale 0 is the no-effect control and ±100 the full control effect; nearly all actives have a fitted effect of over 55% in size
* = called active by the depositor; ? = inconclusive; nt = no result given; [ ] = dose if it differs, or a comment. Unless noted, the call rests on the fitted dose curve; in most records, active means well fitted curve in the direction sought with a large enough effect; inconclusive means small, poorly fitted or top-dose-only effect, or another doubt; inactive means no such curve, though single readings can be large; an effect the other way counts as inactive or inconclusive. Not a hit list. Share with any hit: about 2.6%.

compound	ELG1 genotox	Eya2 phos inh	USP2a block	ASM inhibitor	TRPV1 ag	Integrin act MD	BRCA1 expr up	PTAP TSG101 blk	p53 reactivator	B2AR arrestin	uPA surface inh
Cc1ccc(Nc2nnc(SCC(=O)Nc3cccc(S(=O)(=O)NC4=NCCCCC4)c3)s2)cc1	5%	2%	-1%	-5%	-2	5%	17%	-3%	?	0.6%	-9%
CS(=O)(=O)N(CC(=O)N1CCc2ccccc2C1)Cc1ccc(F)cc1	-3%	-2%	1%	6%	5	-12%	-15%	-1%	9%	0.5%	4%
O=C(c1ccc(Cn2cc(Cl)cn2)cc1)N1CCN(c2ccccc2)CC1	nt	nt	nt	0%	8	22%	-2%	0%	nt	nt	-4%
Oc1ccc2ccccc2c1CNc1ccc(Br)cc1	3%	-2%	0%	-2%	-7	-5%	-36%	-2%	7%	-0.5%	-17%
O=C(CN1CCN(c2ccc([N+](=O)[O-])cc2)CC1)Nc1nccs1	0%	-2%	-1%	-4%	1	15%	-26%	1%	5%	9.9%	8%
COc1ccccc1Nc1ncccc1C(=O)O	0%	18%	-3%	2%	2	0%	-4%	0%	2%	-0.1%	-1%
Cc1cc(C)c(C)c(S(=O)(=O)N2CCN(C(=S)NCC3CCCO3)CC2)c1C (configuration not stated)	-4%	16%	4%	1%	10	8%	-26%	-2%	0%	0.2%	5%
COc1ccc(NC(=O)CCn2nc(C)cc2C)cc1	2%	-10%	-3%	2%	5	-17%	4%	-3%	-4%	-0.4%	-1%
COc1cc2cccc(OC)c(=O)c2c(O)c1OC	?	2%	-1%	-7%	0	17%	10µM*	-5%	?	-1.1%	-10%
Cc1ccc(N2C(=O)CC(NNc3nc4ccccc4s3)C2=O)cc1C (configuration not stated)	2%	0%	0%	-9%	11	-17%	-16%	-6%	15%	-0.1%	3%
COc1ccc(C(=O)Nc2c3c(nn2C(C)(C)C)CS(=O)(=O)C3)cc1OC	-2%	-2%	-5%	-1%	-3	-19%	-3%	-1%	4%	3.4%	-3%
Cc1ccc(CNC(=O)C2CCN(S(=O)(=O)c3cccs3)CC2)cc1	0%	6%	0%	-2%	20	17%	-6%	1%	-6%	3.1%	1%
Cc1[nH]c(=O)[nH]c(=O)c1S(=O)(=O)Nc1ccc(Cl)c([N+](=O)[O-])c1	2%	4%	-1%	-4%	1	17%	-3%	-5%	2%	-0.7%	4%
C#CCOCCOCCOCCNc1nc(N2CCN(C(=O)[C@H](C)n3cc(CCCN=C(N)N)nn3)CC2)nc(N2CCN(C(=O)[C@H](Cc3ccc(O)cc3)n3cc(CCO)nn3)CC2)n1	1%	-1%	1%	nt	0	nt	nt	nt	-5%	0.3%	nt
C=CCNC(=O)/C(=C/c1cccc([N+](=O)[O-])c1)NC(=O)c1ccccc1	-3%	-11%	-4%	0%	2	-40%	-20%	-3%	3%	0.1%	6%
COc1ccc([N+](=O)[O-])cc1NC(=O)CC(c1ccccc1)c1ccccc1	-1%	-6%	-10%	-1%	6	-4%	-40%	0%	-6%	-0.5%	-2%
C=CC[C@H](CC(=O)NCCO)C(=O)N[C@H](COC(=O)[C@@H](CC=C)Cc1ccc(F)cc1)C(C)(C)C	0%	4%	2%	8%	nt	-19%	-6%	-5%	2%	0.3%	0%
Cc1csc(NC(=O)c2ccc(COc3ccccc3)o2)n1	1%	7%	-6%	-3%	3	13%	23%	0%	?	-0.2%	-1%
Cc1ccccc1Cn1c([N+](=O)[O-])cnc1C	1%	12%	1%	3%	?	29%	-7%	-7%	2%	-0.7%	-10%
CCCCc1c(O)nc(SCC(=O)NCC2CCCO2)[nH]c1=O (configuration not stated)	4%	5%	0%	5%	0	-5%	7%	-4%	2%	-0.1%	3%
CCC1(c2ccccc2)NC(=O)N(CC(=O)NNC(=O)CCN2CCN(c3ccccc3)CC2)C1=O (configuration not stated)	1%	5%	0%	0%	-11	-4%	-6%	2%	0%	0.2%	-13%
Nc1cc(N2CCCCC2)c(Cl)cc1[N+](=O)[O-]	4%	0%	2%	-13%	6	-18%	-18%	-4%	6%	0.1%	-3%
COc1ccccc1OCCC(=O)Nc1ccc2c(c1)OCO2	1%	5%	4%	0%	nt	-25%	8%	-6%	-4%	-0.4%	4%
Cc1ccc(NC(=O)c2cc(S(=O)(=O)N3CCCCC3)c[nH]2)cc1C	-1%	-12%	3%	0%	1	-4%	-8%	-1%	13%	0.5%	4%
COc1cccc(C2/C(=C(/O)c3ccc4c(c3)CC(C)O4)C(=O)C(=O)N2CCCn2ccnc2)c1 (configuration not stated)	2%	6%	4%	1%	2	0%	-5%	-2%	1%	0.5%	-1%
C/C(CC(=O)NC1CCCC1)=N\NC(=O)C1CCCCC1	1%	8%	-1%	-2%	2	0%	-4%	1%	3%	-0.2%	4%
CN1CCC(N(C)C(=O)c2cc(=O)c3ccccc3o2)CC1	-1%	7%	-3%	0%	1	8%	-23%	-1%	0%	0.4%	-3%
COc1ccc(-c2ccc3oc(-c4ccsc4)c(-c4ccc(Br)nc4)c3c2)cc1	19%	-3%	4%	nt	nt	nt	nt	nt	?	-0.7%	nt
COc1ccc(C2(c3ccc(OC)cc3)NC(=O)N(CC(=O)N(C)c3ccccc3)C2=O)cc1	?	-7%	0%	0%	4	?	-31%	-2%	?	0.3%	6%
COc1ccc(NC(=O)C2CCCN(S(=O)(=O)c3cccnc3)C2)cc1OC (configuration not stated)	-1%	4%	1%	0%	-1	-8%	0%	-6%	3%	-0.2%	4%
COc1ccc(NS(=O)(=O)c2cccc(C(=O)N3CCCCCCC3)c2)cc1	-6%	-2%	0%	-1%	1	-53%[inhibitor]	-29%	0%	13%	0.1%	-7%
O=C(Nc1cc(Cl)ccc1O)C1CC(c2ccccc2Cl)=NO1 (configuration not stated)	-2%	-14%	2%	-11%	2	-7%	-4%	-1%	-45%[inhibitor]	0.3%	-18%
O=C(Nc1cccc(C(=O)N2CCCC2)c1)c1ccccc1	-2%	-27%	3%	5%	nt	17%[7.66 µM]	1%	-8%	6%	-0.3%	-2%
CC(=O)c1cnc2cc(-c3ccc(Cl)cc3)nn2c1C	?	-10%	8%	39%[activator]	3	20%	52%	-3%	?	0.2%	0%
Cc1csc(=NC(=O)c2ccccc2)n1CCO	2%	12%	1%	3%	-1	-10%	1%	-6%	4%	0.1%	1%
CCOC(=O)Cn1c(=O)oc2cc(S(=O)(=O)NC3CCCCC3)ccc21	2%	9%	2%	2%	3	-18%	-6%	-4%	10%	-0.3%	2%
CCc1c(C)nc(SCC(=O)Nc2cccc(Br)c2)[nH]c1=O	-5%	-8%	0%	-3%	4	-2%	-8%	-3%	-1%	0.2%	-3%
COc1ccc(-c2nc(CCNC(=O)c3cccs3)cs2)cc1	?	0%	2%	-1%	?	3%	0%	0%	-6%	0.1%	-10%
COc1ccc(CNC(=O)CCc2nnc3ccc(NCCCN4CCCC4=O)nn23)cc1	0%	-4%	3%	2%	-4	32%	-3%	0%	5%	-0.4%	2%
COCCNCC(=O)Nc1ccc(OC(F)(F)F)cc1	4%	-3%	-1%	-1%	6	11%	-5%	1%	12%	0.1%	2%
COC(=O)c1ccc(NC(=O)C(=O)N2CCN(C(=S)Nc3ccc(C)cc3)CC2)cc1	-2%	4%	2%	-1%	10	-2%	3%	0%	-10%	0.9%	-6%
COc1cc(/C=C2/CC(C)OC2=O)c([N+](=O)[O-])cc1OC (configuration not stated)	0%	-5%	0%	-3%	-1	-9%	-5%	-4%	-71%[inhibitor]	0.5%	-1%
CCCc1cc(=O)oc2cc(OCC(=O)NCC3CCC(C(=O)O)CC3)ccc12 (configuration not stated)	0%	3%	2%	1%	3	11%	7%	1%	nt	-0.8%	8%
CN1CCN(S(=O)(=O)c2ccc(Sc3nnnn3-c3ccccc3)c([N+](=O)[O-])c2)CC1	-10%	3%	1%	2%	-5	-45%[inhibitor]	-15%	-1%	-9%	-1.1%	-6%
COc1ccc(C(=O)Nc2ccccc2C(=O)NC(C(=O)NCc2ccco2)C(C)C)cc1 (configuration not stated)	11%	-1%	4%	2%	-2	-6%	-22%	-1%	-10%	-0.1%	-4%

High-throughput results (PubChem BioAssay)
